NPY Y1 blocker: antagonists of human neuropeptide Y receptor Y1; actives 1% (n = 200,000); HEK293-CNG Y1 cells, membrane potential fluorescence; NPY at EC95, then isoproterenol; P25929; inhibition, % at 3.6 µM;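 active means inhibition above the campaign mean inhibition of all tested compounds plus 3 SD, cut at about 20% in these data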;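 further: 0% = DMSO wells given NPY plus isoproterenol and 100% = isoproterenol alone without NPY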
Target sequence (P25929 whole entry, looked up): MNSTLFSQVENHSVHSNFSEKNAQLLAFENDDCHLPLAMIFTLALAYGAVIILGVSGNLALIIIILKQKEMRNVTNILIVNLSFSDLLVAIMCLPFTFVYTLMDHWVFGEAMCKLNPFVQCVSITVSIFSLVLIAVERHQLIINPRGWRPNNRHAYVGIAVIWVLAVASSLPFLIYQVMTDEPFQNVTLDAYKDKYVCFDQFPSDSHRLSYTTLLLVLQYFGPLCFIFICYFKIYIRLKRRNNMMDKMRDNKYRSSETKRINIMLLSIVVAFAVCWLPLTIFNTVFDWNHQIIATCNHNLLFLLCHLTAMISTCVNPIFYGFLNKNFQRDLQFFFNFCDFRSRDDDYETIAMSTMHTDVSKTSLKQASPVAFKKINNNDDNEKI
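Material: Y1- and CNG-channel-expressing HEK293 cells / Probe or stimulus: NPY 25 nM then isoproterenol 1 µM plus Ro 20-1724 25 µM / Doses: 3.6 µM single dose, DMSO 0.4% / Schedule: compound incubation 1 h at room temperature, readout 45 min post-stimulation / Signal: membrane potential fluorescence / Benchmarks: isoproterenol-only wells as full block versus NPY-plus-isoproterenol wells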
eIF4E 4G PPI: blocks eIF4E binding to eIF4G. TR-FRET eIF4E-eIF4GI(517-606) binding, 2 h. inhibition, % at 21.7 µM. actives 0.37% (n = 220,000). AID 782;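 active means inhibition above about 30%, limit read from the data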;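 further: 0% = full FRET control wells and 100% = background wells lacking eIF4GI fragment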
S1P4 antagonist: human S1P4 receptor antagonism. AID 1510. inhibition, % at 4.98 µM. actives 0.26% (n = 220,000). O95977. S1P4-expressing cells, antagonist mode, reporter read-out; in the data active means inhibition above about 29%;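 further: 0% = wells stimulated with agonist and 100% = vehicle wells without agonist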
NPY-Y1 PAM-ag: human NPY-Y1 potentiation or agonism, primary screen. NPY-Y1 expressing cells, potentiator/agonist activation. activation, % at 3.6 µM. AID 1304. actives 0.37% (n = 220,000); in the data active means activation above about 33%, passing the limit was not always enough;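 further: cells stimulated with NPY at EC10 then isoproterenol at EC100; 0% = low agonist plus stimulus and 100% = saturating agonist plus stimulus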
NPY2 pot ag: human NPY-Y2 potentiation or agonism, primary screen | P49146 | cells expressing NPY-Y2, potentiator/agonist read-out | activation, % at 3.6 µM | actives 0.45% (n = 220,000); in the data active means activation above about 27%;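 further: cells stimulated with NPY near EC25 plus isoproterenol at EC100; 0% = vehicle plus submaximal agonist and 100% = vehicle plus saturating agonist; some results beyond the cut were filed as inactive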
Target sequence (P49146 whole entry, looked up): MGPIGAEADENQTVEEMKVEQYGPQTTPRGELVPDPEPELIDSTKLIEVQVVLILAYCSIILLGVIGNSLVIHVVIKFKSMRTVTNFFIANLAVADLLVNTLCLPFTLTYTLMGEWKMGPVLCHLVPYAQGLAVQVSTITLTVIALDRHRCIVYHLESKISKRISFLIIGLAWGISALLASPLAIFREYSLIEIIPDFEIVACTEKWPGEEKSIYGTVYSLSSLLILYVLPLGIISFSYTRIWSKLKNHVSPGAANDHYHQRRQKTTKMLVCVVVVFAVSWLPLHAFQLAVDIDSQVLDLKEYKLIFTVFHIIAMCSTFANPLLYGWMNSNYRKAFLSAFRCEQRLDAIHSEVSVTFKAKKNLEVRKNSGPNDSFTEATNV
p97 ATPase inh: inhibitors of human p97 ATPase | P55072 | recombinant p97 ATPase, Kinase-Glo ATP luminescence, 3 h | inhibition, % at 8 µM | actives 0.42% (n = 220,000) | AID 1481; in the data active means inhibition above about 15%;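 further: 0% = DMSO vehicle and 100% = wells lacking enzyme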
EP2 mod: modulates human prostaglandin E2 receptor EP2 signaling. EP2-expressing cells, cAMP HTRF FRET, PGE2 co-stimulation. induction, % at 25 µM. actives 0.83% (n = 260,000). AID 940;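 active means compounds whose cAMP rise, as percent of the full-agonist control response, exceeds 60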;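 further: rat C6 glioma line stably carrying human EP2 under a CMV promoter; the protocol text gives 20 µM as final concentration; 100% = response of wells given 1 µM PGE2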
Target sequence (P43116 whole entry, looked up): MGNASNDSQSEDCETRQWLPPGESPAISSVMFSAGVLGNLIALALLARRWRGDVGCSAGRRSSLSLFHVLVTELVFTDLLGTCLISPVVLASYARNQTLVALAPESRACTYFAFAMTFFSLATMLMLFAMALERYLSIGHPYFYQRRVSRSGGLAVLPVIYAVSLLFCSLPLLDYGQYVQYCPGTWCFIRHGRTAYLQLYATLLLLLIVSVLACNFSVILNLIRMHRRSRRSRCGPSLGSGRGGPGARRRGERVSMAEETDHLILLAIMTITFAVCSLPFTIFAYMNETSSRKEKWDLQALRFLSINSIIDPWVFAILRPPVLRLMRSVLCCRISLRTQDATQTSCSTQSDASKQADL
S1P4 ag: activates the human S1P4 receptor; actives 0.35% (n = 220,000); S1P4-expressing cell line, agonist reporter assay; activation, % at 4.98 µM; O95977; in the data active means activation above about 11%;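 further: 0% = DMSO vehicle and 100% = reference agonist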
PGE2 EP2 inh: blocks the human prostaglandin E2 receptor EP2 | P43116 | C6 glioma cells expressing human EP2, cAMP TR-FRET; cells stimulated with saturating PGE2 | inhibition, % at 25 µM | actives 0.52% (n = 260,000);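 active means percent inhibition above 40 after rounding to a whole number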;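 further: rat C6 glioma host cells with rolipram phosphodiesterase inhibitor present; the protocol text gives 20 µM as final concentration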
* hit, by the source's call; . = not tested or not shown; & = joins results of further samples; [ ] = dose if it differs, or a comment. Some of the compounds tested; rates above refer to the full screens.

SMILES	NPY Y1 blocker	eIF4E 4G PPI	S1P4 antagonist	NPY-Y1 PAM-ag	NPY2 pot ag	p97 ATPase inh	EP2 mod	S1P4 ag	PGE2 EP2 inh
CCCn1cc(C(CC(=O)O)C(=O)O)c2ccccc21 (stereo not given)	0	1[fluorescence artefact?]	-9	4	-4	5	-3	0.2	4
Clc1cccc(N/N=C/c2ccncc2)c1	-1	6	-19	24	18	3	-62	0.8	12
OC(CCCN1CCC(O)(c2ccc(Cl)cc2)CC1)c1ccc(F)cc1 (stereo not given)	2	2	-3	-10	-6	3	-26	0.1	18
Cc1nc(SCCO)c([N+](=O)[O-])[nH]1	.	-3	1	6	-2	2	3	-1.6	3
CCOc1ccccc1Nc1ncnc2ccccc12	5	10[fluorescence artefact?]	-18	1	2	2	32	-2.8	12
CCCCCCn1c(C(C)O)nc2ccccc21 (stereo not given)	1	2	7	19	0	0	-3	1.2	8
Cc1ccc(C)c(NS(=O)(=O)c2ccc(OCC(=O)NCc3ccco3)cc2)c1	2	-5[fluorescence artefact?]	-1	0	5	1	-19	0.0	7
CS(=O)(=O)N(CC(=O)NCc1ccc2c(c1)OCO2)C1CCCCC1	1	-2	-13	4	-4	1	19	0.6	6
CCN(C(=O)Cc1cccs1)c1nnc(-c2cc(OC)c(OC)c(OC)c2)s1	4	0	-26	0	-10	-3	-11	0.1	11
COc1ccccc1N(CC(=O)NC1CCCCC1)S(=O)(=O)c1cccs1	.	-10	-5	21	-24	-2	16	0.2	5
Fc1ccc(Cn2nnnc2C(c2cccs2)N2CCN(C3CCCCC3)CC2)cc1 (stereo not given)	4	2	10	-10	-33	0	-34	-0.2	3
Cc1[nH]c2ccccc2c1CCN(Cc1cccs1)C(=S)NC(C)(C)C	0	-3	-6	11	3	2	27	0.8	6
O=c1[nH]cnc2c1sc1nc(-c3ccccc3)c3c(c12)CCCC3	8	-4	0	3	-6	5	48	0.6	11
CC(=O)N1CCC(C(=O)c2ccc(Cl)cc2)CC1	-4	4	-7	11	9	-3	16	1.3	12
COc1ccc(C2=CSC3=NNC4(CCCCC4)NN23)cc1	-2	-6	0	7	1	7	-16	0.3	6
COC(=O)c1ccc(-c2ccc(C(c3c(C)[nH][nH]c3=O)c3c(C)[nH][nH]c3=O)o2)cc1	-2	28	-12	19	6	11	-123&-9	4.0	35&11
Cc1ccc(NC(=O)CC2C(=O)OCC3CCCCN32)cc1Cl (stereo not given)	1	6	-1	1	0	-1	11	0.8	4
COc1cc(C(C(=O)NC(C)(C)C)N(C(=O)CNC(=O)c2cccs2)c2ccc(C(C)C)cc2)cc(OC)c1OC (stereo not given)	1	3	5	-5	2	-2	10	-3.4	1
CCOc1ccccc1NC(=O)[C@@H](NC(=O)c1cccc(S(=O)(=O)N2CCOCC2)c1)C(C)C	2	2	1	4	1	-5	-4	0.4	1
CC(=O)Nc1cccc(N2C(=O)CC(N3CCC(C(=O)N4CCCCC4)CC3)C2=O)c1 (stereo not given)	1	-1	-2	-22	15	5	7	0.2	9
CCOn1c(-n2nc(C)cc2C)nc2ccccc2c1=O	0	-10	-6	-2	2	1	8	1.5	6
Nc1ccc2nc(-c3cc(Cl)c(N)c(Cl)c3)[nH]c2c1	-4	39*[fluorescence artefact?]	-8	-17	0	5	-53	-0.1	17
CCn1c(=O)n(CC)c2cc(S(=O)(=O)N3CCC(c4ccccc4)CC3)ccc21	-8	6	23	0	13	2	-14	-1.6	3
COc1ccc(CCn2c(SCC(=O)Nc3cc(C)on3)nc3ccccc3c2=O)cc1OC	1	-2[fluorescence artefact?]	-8	-1	-2	6	-8	-1.6	.
COc1ccc(C2SCC(=O)N2CCCN(C)C)cc1 (stereo not given)	0	-2	-4	-10	3	-7	-14	-0.5	11

Other results.
SMILES	NPY Y1 blocker	eIF4E 4G PPI	S1P4 antagonist	NPY-Y1 PAM-ag	NPY2 pot ag	p97 ATPase inh	EP2 mod	S1P4 ag	PGE2 EP2 inh
CCn1c(COc2ccc(OC)cc2)nnc1SCC(=O)Nc1cc(OC)ccc1OC	-1	5[fluorescence artefact?]	-73	-7	15	-2	3	-2.5	7
O=C1c2ccccc2C(=O)N1CCCc1nc(-c2ccncc2)no1	3	-1	-10	3	5	1	9	0.4	6
Cc1ccc(S(=O)(=O)Nc2nsc(N)n2)cc1	-1	0	-39	9	-4	-1	9	0.2	1
C=CCn1c(SCC(=O)Nc2nc(C)cs2)nnc1C(CO)NC(=O)c1ccccc1 (stereo not given)	-4	2	-13	12	-1	-1	-6	0.3	6
CCOC(=O)c1c(NC(C)=O)sc2c(O)c(CN3CCN(CC)CC3)ccc12	5	-1	-19	-17	-14	2	12	-1.2	14
O=S(=O)(c1ccc(Cl)cc1)N1CCCC(C(F)(F)F)C1 (stereo not given)	2	0	0	8	15	0	-5	0.3	9
O=C(CCCOc1ccc(Cl)cc1Cl)NNC(=O)c1ccc(NC(=O)c2ccccc2)cc1	1	3	-9	0	1	4	3	0.6	4
COc1ccc(/C=N/Nc2ccc([N+](=O)[O-])cc2S(=O)(=O)N2CCN(C)CC2)cc1	2	-3	-26	-9	-1	3	-4	0.2	8
Clc1ccc(CSc2ccc(-c3cccnc3)nn2)cc1	2	-2	-1	-10	-15	-8	-44	1.0	1
c1ccc(Oc2ncnc3oc(-c4ccccc4)cc23)cc1	-1	0[fluorescence artefact?]	11	7	-8	4	13	-1.5	16
COc1ccc(CCNC(=O)CSc2nnnn2Cc2ccc3c(c2)OCO3)cc1OC	-12	4	-15	-20	4	2	17	-1.3	17
Cc1ccc(-n2nnnc2SCC(=O)NC(C(=O)O)(c2ccccc2)c2ccccc2)cc1C	2	3	-3	-11	-24	1	-25	-1.8	6
CCOC(=O)CN(C(=O)CCC(=O)Nc1cc(C)on1)C(C(=O)NC1CCCC1)c1cccnc1 (stereo not given)	-3	4	-7	19	8	-1	-46	-0.9	8
CCOC(=O)Cn1cnc2c(cnn2-c2ccc(Cl)cc2)c1=O	-3	.	-4	-27	-16	-1	.	0.1	5
CCCc1cc(-c2n[nH]c(C)c2-c2ccc(C(=O)OCC)o2)c(O)cc1O	-3	4	-29	7	22	-2	17	5.0	12
Cc1ccc(NC(=O)/C=N/OCC(=O)NCc2ccccc2Cl)cc1	.	-6	-3	10	-3	5	-24	-0.3	4
Cc1cccc(NC(=O)C2(c3ccc([N+](=O)[O-])cc3)CCCC2)c1	1	3	-8	10	0	1	-42	2.7	21
O=C(CN1c2ccccc2Sc2ccccc21)N/N=C/c1ccccc1	.	-5	-5	23	19	5	12	1.0	6
COc1ccccc1OCCC(=O)Nc1cccc(S(=O)(=O)N2CCCCC2)c1	8	-1	-1	-26	-1	-5	3	0.9	20
CCOC(=O)C1=C(CC)Nc2ccccc2N=C1NC(=O)CCNC(C)=O	1	-4	-12	8	7	-1	11	-0.5	0
Cc1cc(=O)[nH]c(SCC(=O)c2ccc3c(c2)NC(=O)CO3)n1	.	2	-3	-5	3	0	-10	0.3	2
N=c1c(C(=O)NCc2ccc(F)cc2)cc2c(=O)n3ccccc3nc2n1Cc1cccnc1	0	-12	-15	-6	5	0	3	6.5	5
O=C(NNC(=O)C(c1ccccc1)c1ccccc1)c1cccs1	4	0	-10	14	-10	3	13	1.1	7
Cc1cc(NC(=O)CSc2nc(-c3ccccc3Cl)nc3c2c(=O)n(C)c(=O)n3C)no1	0	-1	-16	-11	-21	5	17	-0.5	4
N#CC(C(=O)C12CC3CC(CC(C3)C1)C2)c1nc2ccccc2[nH]1 (stereo not given)	5	-2	-6	-25	1	-4	-35	-2.1	28

Some of the entries so far, with two lines to a compound.
Below each compound – NPY Y1 blocker | eIF4E 4G PPI | S1P4 antagonist | NPY-Y1 PAM-ag | NPY2 pot ag | p97 ATPase inh | EP2 mod | S1P4 ag | PGE2 EP2 inh
O=S(=O)(c1ccc(Cl)cc1)N1CCCC(C(F)(F)F)C1 (stereo not given)
→ 2 | 0 | 0 | 8 | 15 | 0 | -5 | 0.3 | 9
Cc1ccc(S(=O)(=O)Nc2nsc(N)n2)cc1
→ -1 | 0 | -39 | 9 | -4 | -1 | 9 | 0.2 | 1
COc1ccccc1OCCC(=O)Nc1cccc(S(=O)(=O)N2CCCCC2)c1
→ 8 | -1 | -1 | -26 | -1 | -5 | 3 | 0.9 | 20

(cont.)
SMILES	NPY Y1 blocker	eIF4E 4G PPI	S1P4 antagonist	NPY-Y1 PAM-ag	NPY2 pot ag	p97 ATPase inh	EP2 mod	S1P4 ag	PGE2 EP2 inh
Cn1c(=O)c2c(nc(Oc3ccc4ccccc4c3)n2C)n(C)c1=O	-7	5	-13	3	-5	2	-62	0.6	5
Cc1ccc(N2CCN(CCc3nc4cc(NC(=O)c5ccco5)ccc4n3C)CC2)cc1	-5	4	-3	-11	-2	-3	-16	1.2	8
CCOC(=O)Cn1c(=O)n(CC(=O)OCC)c2ccccc21	-5	-2	-28	-2	2	1	12	-1.8	5
Cn1c(COc2ccccc2)nnc1SCCN1CCOCC1	1	-2	-18	-10	4	-3	25	-0.2	4
COc1ccc(CN2CCNC(=O)C2CC(=O)NCc2csc(C(C)C)n2)c(OC)c1 (stereo not given)	3	-2	-19	-4	-4	3	-9	0.1	12
Cc1onc(-c2c(F)cccc2Cl)c1C(=O)NC1CCSC1=O (stereo not given)	1	-4	-12	-7	-9	-3	21	3.0	16
Cc1ccc(C)c(Cn2c(=O)c3c(nc4n3CCN4Cc3ccco3)n(C)c2=O)c1	-8	-8	-10	7	16	3	4	0.6	12
Cc1cc(=O)oc2ccc(OCC(=O)N3CCC(C)CC3)cc12	-2	5	-23	2	2	0	2	2.3	5
Cc1cccc(C(=O)N2CCC(n3nnc4cc(F)ccc43)CC2)c1	-5	3	10	-29	-1	2	-3	1.1	8
COc1ccc(CCNC(=O)c2[nH]c(C)c(C(C)=O)c2C)cc1	-6	4	-27	-4	1	3	-24	1.5	14
CC1(C)[N+]([O-])=C2C(=[N+]([O-])C1(C)C)c1ccccc1/C2=N\O	-1	2	7	10	-9	4	9	-0.6	18
COc1ccc(Cl)cc1N/C(N)=N/c1nc(C)cc(=O)[nH]1	6	2	-14	-8	-5	5	-7	0.8	10
CCOCCCNc1nc2ccccc2[nH]1	1	-1[fluorescence artefact?]	-5	8	-5	-1	9	-0.6	10
CN(C)S(=O)(=O)c1cccc(NC(=S)NN=C(Cc2ccccc2)Cc2ccccc2)c1	6	4	-1	-13	-2	3	4	-0.1	8
CCOC(=O)c1c(N)sn(-c2ccccc2)c1=S	-3	-3	-12	-5	5	-5	6	0.0	14
COc1ccc(-c2csc(/C(C#N)=C\c3ccc(OC)c([N+](=O)[O-])c3)n2)cc1	-1	0[fluorescence artefact?]	-15	-13	-14	-4	-8	1.2	7
COc1ccccc1NCCC(=O)OCC(=O)NC1CCCCC1	0	-1	1	-9	-5	-6	17	-3.1	9
Cc1cccc(C(=O)NNC(=O)c2ccccc2-n2cccc2)c1	0	0	-15	-16	-4	0	-2	1.4	7
Cc1cccc(-c2c3c(=O)n(C)c(=O)n(C)c3cn2-c2ccccc2O)c1	7	5	10	6	-6	-1	49	0.0	13
O=C(O)c1ccc2c(c1)C(=O)N(c1cccc(S(=O)(=O)Nc3cccc(C(F)(F)F)c3)c1)C2=O	2	-4	-20	15	3	-6	24	-0.3	4
O=C(Cn1c(=O)c(=O)n(Cc2ccccc2)c2ccc(Cl)cc21)NCC1CCCO1 (stereo not given)	-2	2	0	-2	7	3	1	0.2	6
COC(=O)c1ccc(S(=O)(=O)NCCSc2nnc3c4ccccc4n(C)c3n2)cc1	6	-4	-9	-22	-9	1	-8	-0.3	7
COc1ccc(-c2cn[nH]c2-c2ccc(OCc3ccc([N+](=O)[O-])cc3)cc2O)cc1OC	.	7	2	27	18	6	-12	-0.3	5

Screens deposited in PubChem BioAssay by several laboratories.
